D1 ag – agonists of human D1 dopamine receptor | HEK293 T-REx D1 cells, calcium flux, agonist mode | actives 1% (n = 360,000) | P21728 | AID 504660 | activation, % at 2 µM; note: 0% is about no effect
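Agonism was scored from calcium flux recorded over 180 s (1 read/s) after pintool compound addition, following a 10-cycle baseline. Cells were inducible force-coupled HEK293 TREx D1, plated overnight at 30 C and loaded with no-wash calcium dye.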
TRHR agonist – activates the human TRH receptor | P34981 | TRHR cells, calcium flux fluo-8, FDSS agonist mode | activation, % at 2 µM | actives 0.18% (n = 360,000) | AID 493084; note: 0% is about no effect
Target sequence (P34981 whole entry, looked up): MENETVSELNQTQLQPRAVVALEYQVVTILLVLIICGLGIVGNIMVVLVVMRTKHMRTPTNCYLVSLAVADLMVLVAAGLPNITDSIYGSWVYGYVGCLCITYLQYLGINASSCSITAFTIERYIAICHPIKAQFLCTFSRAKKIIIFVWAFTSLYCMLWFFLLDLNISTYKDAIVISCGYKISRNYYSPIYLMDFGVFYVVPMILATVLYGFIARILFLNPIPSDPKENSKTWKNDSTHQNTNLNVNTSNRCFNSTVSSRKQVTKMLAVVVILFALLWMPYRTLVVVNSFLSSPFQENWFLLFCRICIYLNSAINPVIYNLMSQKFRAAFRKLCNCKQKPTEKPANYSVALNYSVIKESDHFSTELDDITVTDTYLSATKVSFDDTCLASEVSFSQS
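TRHR-expressing cells loaded with fluo-8 calcium dye; 23 nL library compound pin-transferred, kinetic FDSS fluorescence (Ex 480/Em 530) recorded about 180 s for agonist-induced calcium release, before a 10 nM TRH EC20 addition for potentiator mode.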
D2 ag – D2 dopamine receptor (human) agonism; P14416; HEK293 T-REx D2 cells, calcium flux agonist mode; activation, % at 2 µM; actives 0.53% (n = 340,000); AID 485358;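 active = activation over 3 SD above normal in the single-dose calcium agonist read, cut at about 30% in these data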; note: 0% is about no effect
Target sequence (P14416 whole entry, looked up): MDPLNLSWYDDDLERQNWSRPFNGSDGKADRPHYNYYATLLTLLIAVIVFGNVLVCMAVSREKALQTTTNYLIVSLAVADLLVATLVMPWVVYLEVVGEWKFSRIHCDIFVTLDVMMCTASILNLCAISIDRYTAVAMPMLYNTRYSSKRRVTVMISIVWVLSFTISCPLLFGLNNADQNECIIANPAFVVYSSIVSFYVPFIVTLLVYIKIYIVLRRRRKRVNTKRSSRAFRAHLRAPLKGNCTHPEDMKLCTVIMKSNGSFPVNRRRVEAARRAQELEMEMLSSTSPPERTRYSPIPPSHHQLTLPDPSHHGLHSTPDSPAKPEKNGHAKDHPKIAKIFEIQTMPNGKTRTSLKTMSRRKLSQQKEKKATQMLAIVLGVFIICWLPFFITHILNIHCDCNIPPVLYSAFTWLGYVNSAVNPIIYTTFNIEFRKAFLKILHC
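HEK293 Trex D2 cells, tetracycline-induced, o/n 30 C 5% CO2; no-wash Ca dye, RT 30–90 min; 10-cycle baseline, 23 nl cpd added, kinetic Ca read 180 s; agonist hits = positive Ca response.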
D1 PAM – enhances dopamine response at the human D1 receptor | P21728 | HEK293 TREx D1 cells, calcium flux, dopamine EC20 potentiation | potentiation, % at 10 µM | actives 0.036% (n = 360,000); in the data active = potentiation above about 30%; note: 0% is about no effect
D1 antagonist – antagonists of human D1 dopamine receptor | P21728 | HEK293 TREx D1 cells, calcium flux, dopamine EC80; hits give low values | activity change, negative = inhibition, % at 10 µM | actives 3.2% (n = 360,000); in the data active = activity change below about -30%; note: % is set by controls: 0 for no effect and ±100 for the full control effect
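Cells carrying a force-coupled, tetracycline-inducible human D1 receptor report calcium flux. Each well gets a 10 s baseline, compound with 180 s monitoring, then an EC80 dopamine stimulus with a second 180 s kinetic read.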
RXFP1 antag – blocks the human relaxin receptor RXFP1 | actives 0.59% (n = 350,000) | HEK293-RXFP1, relaxin-stimulated cAMP HTRF, 30 min; hits give low values | activity change, negative = inhibition, % at 57.5 µM | AID 1259400;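 active = activity change of -60% or lower, but not beyond a set lower limit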; note: % is set by controls: 0 for no effect and ±100 for the full control effect
D2 PAM – positive allosteric modulators of human D2 dopamine receptor; AID 485347; P14416; HEK293 T-REx D2, calcium flux, EC20 dopamine potentiation; potentiation, % at 10 µM; actives 0.34% (n = 340,000);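 active = potentiation over 3 SD above the plate norm, cut at about 30% in these data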; note: 0% is about no effect
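Potentiation of an EC20 dopamine calcium response measured kinetically over 180 s, after a preceding 180 s compound-only read flagging agonists. Cells: inducible Hek293 Trex D2 line, 4000/well, cultured overnight at 30 C before dye loading.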
D2 antag – antagonists of human D2 dopamine receptor; AID 485344; inhibition, % at 10 µM; HEK293 TREx D2 cells, calcium flux, dopamine EC80; actives 2% (n = 340,000); in the data active = inhibition above about 30%; note: 0% is about no effect
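In this primary screen, negative modulation is detected by tracking calcium flux after an EC80 dopamine challenge in inducible HEK293 T-REx D2 cells preexposed to test compound for 180 s.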
TRHR PAM – allosterically enhances the human TRH receptor; P34981; TRHR cells, fluo-8 calcium fluorescence, EC20 TRH enhancement; enhancement, % at 2 µM; actives 0.66% (n = 360,000); AID 493056; in the data active = enhancement above about 30%; note: 0% is about no effect
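Enhancer read-out: after compound pinning and an initial kinetic agonist-mode read, an EC20 of TRH (10 nM final) was injected and fluo-8 calcium signal (Ex 480/Em 530) followed at 1 s/cycle for 100 cycles in TRHR-expressing cells.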
Active calls of the source: *; · = no result given. Cut-off read from the data, not from the text of the source, unless noted: active = activation above about 30%; inactive = the rest.

SMILES	D1 ag	TRHR agonist	D2 ag	D1 PAM	D1 antagonist	RXFP1 antag	D2 PAM	D2 antag	TRHR PAM
O=C(COC(=O)Cc1ccsc1)Nc1cccc(F)c1	1.8	0.2	0.0	-5.0	-14.1	5.1	-7.1	-17.7	-3.4
COC(=O)CCC(=O)c1ccn(S(=O)(=O)c2ccccc2)c1	6.8	0.5	3.4	-5.5	-6.1	6.9	4.3	-16.6	-2.1
O=c1c2cc(Br)ccc2nc(-c2ccc(Cl)cc2)n1O	107.2*	-0.8	0.3	-6.3	4.4	-7.4	21.7	-2.2	11.9
Cc1cccc(CC(=O)Nc2c(C(=O)Nc3cccc(F)c3)oc3ccccc23)c1	6.1	1.0	0.4	-0.6	-11.2	·	-7.0	·	2.2
Cn1c(=O)n(C)c2cc(NC(=O)c3ccccc3NS(C)(=O)=O)ccc21	2.4	0.1	·	-0.8	7.6	-0.3	·	·	5.4
Cc1nc(CN2CCN(C(=O)CCc3nnc(Cc4c[nH]c5ccccc45)o3)CC2)cs1	0.2	-0.3	0.9	0.9	0.7	-4.5	5.6	-23.6	12.3
Cc1ccc(-c2cc(C(=O)Nc3cccnc3)[nH]n2)c(O)c1C	1.0	0.0	1.8	-0.6	-7.5	-14.6	2.7	-4.5	-3.1
CC(=O)NC1CC2CCCC(C1)N2S(=O)(=O)c1cccc(F)c1 (stereo not drawn)	-0.6	-0.7	0.6	-1.1	26.4	-6.6	15.3	-7.7	6.3
Cc1cccc(C(=O)NNC(=O)c2ccc(-c3ccccc3)cc2)c1	-0.4	-0.6	-0.9	2.4	10.1	0.3	8.7	-4.0	27.6
CC(C)(C)CC(=O)Nc1cccc2c1CCCC2	-1.3	-0.2	1.2	-3.0	5.2	5.0	1.3	13.0	-1.7
COC(=O)c1ccc2c(=O)n3c(nc2c1)SCC(c1ccccc1)=N3	2.5	1.1	-0.4	-5.0	7.1	·	-0.7	13.1	0.4
C=CCn1c(SCC(=O)Nc2sc(C)c(C)c2C(=O)OCC)nnc1-c1sc(N)nc1C	1.2	0.0	-0.3	-3.4	2.7	-3.6	-4.8	15.5	-2.8
O=C(/C=C/c1ccc(S(=O)(=O)NCc2ccco2)cc1)NCc1ccccc1Cl	1.4	0.4	0.7	5.2	-10.8	-6.7	3.6	-5.3	2.9
C=CCNC(=O)c1cc2c(=O)n3cccc(C)c3nc2s1	3.6	0.0	0.2	-7.5	18.8	-10.8	-4.0	-1.1	-1.0
N/C(CS(=O)(=O)c1ccccc1)=N\OC(=O)c1ccc(F)cc1	0.8	-0.5	-0.2	-4.4	17.3	-7.3	-1.6	2.6	10.7
CSCc1c(C(=O)NCCc2ccccn2)oc2ccccc12	-3.7	-1.0	-0.1	3.2	-1.6	-13.0	9.1	2.0	-0.7
O=c1cc(-c2ccc(Cl)cc2)nc(N2CCN(c3ccccc3)CC2)[nH]1	1.9	0.2	0.4	-6.7	-0.9	-0.5	-0.9	13.1	-6.2
COc1ccccc1CNC(=S)NCc1ccc(F)cc1	17.4	-0.5	-1.4	0.5	-1.2	18.0	-12.2	6.7	-1.1
Cc1ccc(C)c(OCC(=O)Nc2nc3ccc([N+](=O)[O-])cc3s2)c1C	1.7	-0.6	0.4	-3.2	-10.1	-23.5	11.1	13.4	-6.0
CCOCCCNC(=O)C1CCCN(S(=O)(=O)CC)C1 (stereo not drawn)	2.2	0.4	0.3	-1.4	6.8	-12.3	·	-16.4	-2.1
COc1cccc(CC(=O)Nc2ccc3nc(C)sc3c2)c1	4.0	-0.8	-1.4	2.9	11.7	-33.0	4.4	2.4	3.0
Cc1ccc(NC(=O)CSc2nc3c([nH]c4ccccc43)c(=O)n2-c2ccccc2)c(C)c1	1.5	0.0	0.6	-2.5	-35.7*	12.1	-4.5	·	39.6*
CCOc1ccc(C(=O)c2oc3ccccc3c2NC(=O)c2cc(-c3ccc(C)cc3)on2)cc1	-0.3	0.4	0.9	0.8	3.3	·	1.3	·	-4.3
CCOCCCNC(=O)CN1N=C(c2ccc(C)cc2)CCC1=O	0.2	0.1	0.9	-1.4	-3.9	5.4	-7.7	22.0	-2.7
N#C/C(=C\c1ccc(-c2ccc(C(=O)O)cc2)o1)C(=O)NCC1CCCO1 (stereo not drawn)	3.6	-0.1	0.6	-9.2	-16.2	-5.4	3.6	5.0	-0.4
(more compounds)
SMILES	D1 ag	TRHR agonist	D2 ag	D1 PAM	D1 antagonist	RXFP1 antag	D2 PAM	D2 antag	TRHR PAM
CC(=O)N/C(=N\c1nc(C)cc(C)n1)Nc1ccc(Cl)cc1Cl	3.3	0.0	-0.4	-5.7	3.5	-1.9	2.2	20.6	-3.4
CCCC(=O)Nc1nnc(COC)s1	3.0	0.1	1.9	-1.0	4.7	-0.3	6.7	9.5	-2.3
COc1ccccc1NC(=O)CN(Cc1ccco1)C(=O)c1ccc(Cl)nc1	2.3	-0.1	-0.3	1.4	-12.2	-0.7	7.2	-5.1	-0.2
Cc1cc(C(=O)Nc2c(F)c(F)c(F)c(F)c2F)n(-c2ccccc2)n1	0.2	0.2	0.1	-6.2	-18.7	12.3	1.9	-4.0	-5.0
CC(C)OCCCNC(=O)c1ccc(CS(=O)(=O)Cc2ccccc2F)o1	2.5	0.4	0.7	4.3	-16.0	0.6	5.8	-3.8	9.4
CCCC(C)C(=O)Nc1ccc(Cl)cc1Cl (stereo not drawn)	1.3	-0.3	-0.1	-5.9	17.0	-0.9	-13.3	-6.0	-6.7
CCOc1ccc(C(=O)NCCc2ccccc2)cc1	1.5	0.0	-1.1	5.8	-1.5	-4.5	-6.3	-1.4	5.5
Cc1cccc(N2CCN(S(=O)(=O)c3ccc4c(c3)CCC(=O)N4)CC2C)c1 (stereo not drawn)	-1.9	-1.2	0.5	0.5	3.9	6.2	-10.1	5.1	3.2
Cc1cc2c(cc1S(=O)(=O)Nc1cccc(C)c1C)n(C)c(=O)c(=O)n2C	1.0	-0.1	·	-6.8	-3.0	·	·	·	3.7
CC(=O)Nc1ccc(S(=O)(=O)NCCC(=O)NC2CCCCCC2)cc1	3.1	-0.8	0.0	3.9	-3.2	-2.6	3.4	-2.5	-2.6
Cc1c(C(=O)OCC(=O)N2C(C)CCCC2C)oc2ccccc12 (stereo not drawn)	2.5	0.7	30.0	-4.9	7.7	-1.8	-1.5	-11.6	-8.5
COc1ccc(N2C(=O)C(CC(=O)O)S/C2=C\C(C)=O)cc1 (stereo not drawn)	2.3	0.7	-0.7	6.6	6.6	-6.8	4.5	3.4	-0.9
CC(C)C(=O)Nc1c2c(nn1-c1ccc(F)cc1)CSC2	2.2	-0.1	-0.1	-2.8	2.1	8.1	14.2	0.6	2.5
C=CSc1sc(Cl)c(N(C)C)c1[N+](=O)[O-]	0.2	-0.3	-0.1	2.9	-5.8	6.9	-0.9	5.8	-0.9
C/C(=N\O)C(C)(C)Nc1ccccc1F	1.0	-0.2	0.2	-0.5	-3.8	14.2	6.2	-13.5	3.9
Cc1csc(NC(=O)CSc2nc3nc(C)cc(C)n3n2)n1	0.7	0.2	·	1.1	1.0	12.1	·	·	-0.4
O=C(c1ccccc1Cl)n1nc(-c2ccco2)nc1NCc1cccs1	1.2	0.3	-0.8	-2.5	1.9	0.6	-7.3	·	-5.3
COc1ccc(/C=C/C(=O)NCC(=O)n2nc(C)cc2C)cc1	0.8	-0.2	0.1	3.2	-2.0	3.1	4.0	-7.2	2.9
CC1Cc2ccccc2N1C(=O)CSc1nnc(CNc2ccccc2)o1 (stereo not drawn)	1.7	-0.1	·	3.5	-8.0	-16.9	6.9	·	-0.2
CSc1ncccc1C(=O)NCCc1ccc(Cl)cc1	2.9	-0.9	0.9	-5.2	-14.9	3.1	-0.1	8.2	0.2
COc1ccc(N(CC(=O)Nc2ccc3c(c2)OCO3)S(C)(=O)=O)c(OC)c1	3.2	-0.3	0.8	1.3	-17.4	-5.4	4.5	5.2	0.6
CCn1c(CSc2ncccn2)nnc1SCC(=O)N1CCc2ccccc21	0.0	-0.3	0.5	-6.6	-2.8	5.7	-5.6	-4.2	5.4
Cc1nc2ccc(N=NN(C)C)cc2[nH]1	3.6	0.2	0.2	-2.7	-5.7	4.8	-14.4	-8.4	-6.5
c1ccc(OCCCc2nc(-c3ccncc3)no2)cc1	3.6	0.1	-0.3	-6.9	-11.1	2.4	2.1	-8.2	-0.8
COc1ccc(N2C(=NC(C)=O)SC3CS(=O)(=O)CC32)cc1OC (stereo not drawn)	2.2	0.0	-0.4	-3.0	4.6	-2.2	2.6	2.1	1.8

By substructure: those above with a COOH group (two)
SMILES	D1 ag	TRHR agonist	D2 ag	D1 PAM	D1 antagonist	RXFP1 antag	D2 PAM	D2 antag	TRHR PAM
N#C/C(=C\c1ccc(-c2ccc(C(=O)O)cc2)o1)C(=O)NCC1CCCO1 (stereo not drawn)	3.6	-0.1	0.6	-9.2	-16.2	-5.4	3.6	5.0	-0.4
COc1ccc(N2C(=O)C(CC(=O)O)S/C2=C\C(C)=O)cc1 (stereo not drawn)	2.3	0.7	-0.7	6.6	6.6	-6.8	4.5	3.4	-0.9

An excerpt from above, limited to D1 PAM:
SMILES	D1 PAM
CCCC(=O)Nc1nnc(COC)s1	-1.0
COc1ccccc1NC(=O)CN(Cc1ccco1)C(=O)c1ccc(Cl)nc1	1.4
Cc1cc(C(=O)Nc2c(F)c(F)c(F)c(F)c2F)n(-c2ccccc2)n1	-6.2

More compounds follow.
SMILES	D1 ag	TRHR agonist	D2 ag	D1 PAM	D1 antagonist	RXFP1 antag	D2 PAM	D2 antag	TRHR PAM
COc1ccc(-c2c(NCCc3ccccc3)c(=O)c2=O)cc1	1.5	-0.3	0.0	-5.5	4.6	-4.6	-1.9	-0.5	-8.9
CCCNC(=O)c1c(NC(=O)c2ccc(C)cc2)sc2c1CCCCC2	2.6	0.4	-0.6	0.4	4.4	-1.9	-7.9	·	-3.2
CCOc1ccc(C(=O)N(CC(=O)Nc2cccc(C)c2C)CC2CCCO2)cc1OC (stereo not drawn)	1.2	-0.1	0.2	-8.4	10.2	2.1	-12.4	15.7	-3.5
O=C(O/N=C1/CCSc2ccccc21)c1ccc(F)cc1	1.6	0.3	0.3	-4.1	7.5	-20.3	11.3	-8.3	-1.6
CC(=O)Nc1ccc(S(=O)(=O)NCCSc2ccccn2)cc1	-0.6	0.0	0.0	0.6	-8.2	-1.8	-7.3	1.9	-0.4
O=C(Nc1cc(SCCO)cc([N+](=O)[O-])c1)c1ccc(Br)o1	-0.5	-0.3	-1.8	-6.0	0.8	-11.7	-4.2	1.8	-2.8
CCc1ccc(NC(=O)CCc2nc3ccccc3[nH]2)cc1	1.5	0.8	-0.2	-3.9	-17.1	-4.9	-0.1	-0.6	0.3
C=C(C)COc1ccc(-c2[nH]ncc2-c2ccccc2)c(O)c1	0.8	0.4	-0.3	-4.5	4.2	-29.8	7.4	-5.5	2.3
COc1ccc(CN/C(C)=C(/C#N)C(N)=O)cc1OC	1.9	0.1	0.6	-4.5	-66.5*	-9.3	-2.9	-8.0	5.3

D1 ag: entries above that show a hit
Structure,D1 ag,TRHR agonist,D1 PAM,D1 antagonist,RXFP1 antag,D2 PAM,D2 antag,TRHR PAM
O=c1c2cc(Br)ccc2nc(-c2ccc(Cl)cc2)n1O,107.2*,-0.8,-6.3,4.4,-7.4,21.7,-2.2,11.9

Assay outcomes (PubChem BioAssay)
